Compound activity deposited in PubChem by Sanford-Burnham Center for Chemical Genomics.
APJ antag: APJ receptor antagonism | hit rate 0.32% among 330,000 | AID 2521 | inhibition, % at 20 µM | CHO-K1 APJ beta-arrestin complementation, luminescence | P35414;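 active means inhibition above about 40% at 20 µM, limit read from the data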;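 further: cells challenged with 10 nM apelin-13 agonist together with compound; plate controls were apelin-13 plus DMSO wells for no effect and DMSO wells lacking apelin-13 for full effect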
Target sequence (P35414 whole entry, looked up): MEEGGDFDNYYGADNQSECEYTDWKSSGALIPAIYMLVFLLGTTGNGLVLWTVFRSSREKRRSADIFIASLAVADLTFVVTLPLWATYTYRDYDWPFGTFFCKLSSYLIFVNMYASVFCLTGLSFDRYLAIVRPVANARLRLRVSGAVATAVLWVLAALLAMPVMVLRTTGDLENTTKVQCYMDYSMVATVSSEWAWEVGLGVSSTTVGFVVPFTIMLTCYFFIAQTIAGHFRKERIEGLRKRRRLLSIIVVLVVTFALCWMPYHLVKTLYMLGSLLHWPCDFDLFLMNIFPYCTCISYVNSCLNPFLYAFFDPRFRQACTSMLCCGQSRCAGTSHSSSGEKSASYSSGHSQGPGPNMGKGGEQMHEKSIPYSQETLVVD
CCR6 antag: CCR6 (human) receptor antagonism; P51684; CHO-K1 CCR6 PathHunter beta-arrestin, luminescence, CCL20-stimulated; inhibition, % at 20 µM; hit rate 0.49% among 340,000;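 active means compounds whose inhibition of the agonist-driven luminescence signal at 20 µM reaches about 50%, limit read from the data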;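 further: cells stimulated with CCL20 at 14 nM final; plate controls were DMSO with CCL20 for no effect and DMSO without agonist for full effect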
CXCR6 inh: CXCR6 (human) receptor inhibition; O00574; CHO-K1 PathHunter CXCR6 beta-arrestin, luminescence; inhibition, % at 20 µM; hit rate 0.36% among 360,000; in the data active means inhibition above about 34%, passing the limit was not always enough;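 further: antagonist mode with CXCL16 agonist at 10 nM final; 0% = 10 nM CXCL16 with DMSO and 100% = unstimulated wells without agonist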
Target sequence (O00574 whole entry, looked up): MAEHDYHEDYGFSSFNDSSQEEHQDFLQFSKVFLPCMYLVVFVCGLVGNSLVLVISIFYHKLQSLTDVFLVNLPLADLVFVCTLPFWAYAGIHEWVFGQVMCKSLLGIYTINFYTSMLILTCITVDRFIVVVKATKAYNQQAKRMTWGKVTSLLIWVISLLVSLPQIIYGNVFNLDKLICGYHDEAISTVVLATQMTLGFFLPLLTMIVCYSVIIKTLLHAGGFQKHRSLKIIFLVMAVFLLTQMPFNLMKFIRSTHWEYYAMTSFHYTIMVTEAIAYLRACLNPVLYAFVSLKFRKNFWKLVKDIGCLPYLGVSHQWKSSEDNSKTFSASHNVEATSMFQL
UBC13 polyUb: human UBC13 polyubiquitination inhibition; AID 485273; hit rate 0.47% among 330,000; UBC13 polyubiquitin chain formation, TR-FRET; P61088; inhibition, % at 20 µM; in the data active means inhibition above about 45%, passing the limit was not always enough
APJ ag: activates the human apelin receptor APJ. activation, % at 20 µM. hit rate 0.11% among 330,000. CHO-K1 APJ PathHunter beta-arrestin, luminescence; 0% DMSO wells, 100% apelin. AID 2520;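 active means activation more than six SD over the plate average, tested at 20 µM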;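 further: 0% = DMSO alone and 100% = apelin-13 at 10 nM; some results filed as inactive read as strong as hits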
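Incubation: overnight seeding, 90 min compound at 25 °C, 1 h detection; test system: PathHunter CHO-K1 APJ (AGTRL-1) beta-arrestin reporter cells; amount: 1000 cells/well; doses: one dose, 20 µM compound, 1% DMSO; measured by: beta-gal luminescence; measure: agonist-driven arrestin binding to APJ; benchmarks: negative DMSO alone, positive Apelin-13 at 10 nM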
Gli-Sufu antag: antagonists of Gli-Sufu signaling; Sufu-KO-LIGHT fibroblasts, Gli luciferase reporter luminescence; inhibition, % at 5 µM; hit rate 0.74% among 340,000; AID 588413;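 active means inhibition above about 55%, limit read from the data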;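 further: 0% = DMSO-treated cells and 100% = wells with medium but no cells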
ATG4B inhibitor: blocks human ATG4B protease cleavage of LC3 substrate. ATG4B cleavage of LC3-PLA2, NBD-HPC fluorescence, 1 h. inhibition, % at 8.33 µM. hit rate 0.51% among 340,000; in the data active means inhibition above about 40%
Target sequence (Q9Y4P1 whole entry, looked up): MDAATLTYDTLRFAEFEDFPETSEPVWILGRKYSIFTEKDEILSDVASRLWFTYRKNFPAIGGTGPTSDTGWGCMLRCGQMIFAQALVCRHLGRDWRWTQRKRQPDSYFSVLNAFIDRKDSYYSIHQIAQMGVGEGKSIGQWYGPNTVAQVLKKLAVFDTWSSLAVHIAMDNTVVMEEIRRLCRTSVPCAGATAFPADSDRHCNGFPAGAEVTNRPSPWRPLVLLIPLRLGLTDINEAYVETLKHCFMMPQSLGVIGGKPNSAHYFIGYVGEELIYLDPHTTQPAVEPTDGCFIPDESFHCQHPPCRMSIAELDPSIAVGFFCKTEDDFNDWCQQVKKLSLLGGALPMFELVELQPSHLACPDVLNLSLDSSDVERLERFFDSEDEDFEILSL
EBI2 block: antagonists of human EBI2 receptor | P32249 | EBI2 beta-arrestin recruitment, luminescence, 7a,25-OHC stimulated | inhibition, % at 5 µM | hit rate 0.81% among 360,000; in the data active means inhibition above about 38%;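 further: enzyme fragment complementation signal reports receptor beta-arrestin coupling in cells; 0% = agonist plus DMSO wells and 100% = wells without agonist; some results beyond the cut were filed as inactive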
Active calls of the source: *; nt = no result given. Random draw from the library, and some 3% of all compounds hit somewhere here.

SMILES | APJ antag | CCR6 antag | CXCR6 inh | UBC13 polyUb | APJ ag | Gli-Sufu antag | ATG4B inhibitor | EBI2 block
CC(Oc1ccccc1)C(=O)Nc1nnc(S(=O)(=O)N2CCCCCC2)s1 (stereo not drawn) | -79 | 4 | 2 | -21 | -3 | 4 | -9 | -10
CC(C)(CNC(=O)c1ccccc1F)CNC(=O)c1ccccc1F | 2 | 3 | 5 | -4 | -2 | 1 | -2 | -2
COC(=O)c1c(C)oc(C)c1S(=O)(=O)N1CCOCC1 | 4 | 11 | -7 | 2 | 0 | 3 | -7 | -7
O=C(Nc1ccnn1C1CCN(C/C=C/c2ccc(F)cc2)CC1)C1CCCC1 | -30 | 9 | 2 | 5 | -6 | 54 | 7 | 12
CCCC/S(CC1CC1(Cl)Cl)=N\S(=O)(=O)c1ccc(C)cc1 (stereo not drawn) | 13 | -10 | 0 | 7 | -1 | -6 | 6 | 6
O=C(Nc1ccon1)c1cccc(S(=O)(=O)N2CCCCC2)c1 | 5 | 8 | 2 | 9 | -3 | -15 | 5 | -14
CC(NC(=O)C(CC(=O)OC(C)(C)C)NC(=O)OC(C)(C)C)C(N)=O (stereo not drawn) | 11 | -1 | 2 | 4 | -3 | 5 | -2 | 5
CNc1nc(Cl)nc(Nc2ccccc2)n1 | 14 | 0 | 8 | 7 | -4 | -7 | -3 | 6
CCc1cccc(N(CC(=O)NCc2ccc(F)cc2)C(=O)c2csnn2)c1 | 12 | 17 | 6 | 2 | -1 | 4 | 10 | 3
COc1ccc(C(=O)N2CCN(S(=O)(=O)c3ccc(C)cc3)CC2)cc1S(=O)(=O)N1CCOCC1 | -12 | -6 | -10 | 16 | -4 | 7 | -5 | -9
CCCCNC(=O)CCn1c(=S)[nH]c2cc3c(cc2c1=O)OCO3 | 4 | 2 | -5 | 15 | -3 | 6 | -4 | -4
COc1ccc(/C=C2\SC(=Nc3ccccc3OC)NC2=O)cc1 | 10 | 10 | 9 | -24 | -5 | -20 | 6 | 1
Nc1nc2ccccc2n1C(=O)CCc1ccccc1 | 4 | 9 | -3 | 1 | -2 | -39 | 1 | 13
CN1CCN(c2ccc(S(=O)(=O)N3CCCCC3)cc2NC(=O)Cc2ccc(Cl)cc2)CC1 | 1 | 12 | -10 | 0 | -6 | 7 | -6 | 0
COc1cccc(CN2C(=O)[C@@H]3Cc4c([nH]c5ccccc45)C(C)(C)N3C2=O)c1 | -7 | -8 | -8 | 8 | 16 | -2 | -10 | 4
CCCN(CC(=O)Nc1ccccc1C)C(=O)c1ccc(-c2ccc(C(C)=O)cc2)o1 | 6 | 4 | -2 | 5 | 7 | 3 | 0 | 15
COc1ccc(-n2c(=S)[nH]c3cc(C(=O)Nc4ccc(C)c(F)c4)ccc3c2=O)c(OC)c1 | 10 | 16 | 12 | 2 | -3 | 37 | -7 | 9
CC1CCC(N2CC(=O)N(Cc3ccc4c(c3)OCO4)C(c3ccc(F)cc3)C2=O)CC1 (stereo not drawn) | 4 | 4 | -6 | -12 | -6 | 8 | -6 | 5
Cc1cc(=O)oc2cc(OCC#N)ccc12 | 1 | 10 | 1 | 6 | -2 | 4 | 1 | 2
CC(C)c1ccc(NC(=O)NCc2ccc3c(c2)OCO3)cc1 | 10 | 2 | 0 | 0 | 3 | 5 | -2 | 15
CCOC(=O)c1ccc(Nc2nnc3nc(C)cc(C)n23)cc1 | 2 | 12 | -3 | -8 | 2 | 19 | -8 | -10
CC1CCN(C(=O)CSc2nc3[nH]ncc3c(=O)[nH]2)CC1 | -4 | 7 | -4 | 1 | -2 | -8 | -6 | -2
CC(=O)NC12CC3CC(C1)CC(C(=O)OCC(=O)c1ccc4c(c1)OCCO4)(C3)C2 | 12 | 22 | -5 | 0 | 1 | -33 | -6 | 0
CCOC(=O)N1CCN(c2ncnc3nc[nH]c23)CC1 | -11 | -3 | -6 | 6 | -4 | 2 | -7 | -7
CC(C)NC(=O)CSc1nc2ccccc2c(=O)n1CCCOC(C)C | 5 | -3 | -2 | 7 | 1 | 1 | 0 | -7
Cc1nccn1CC(=O)N/N=C/c1cccc(O)c1 | 3 | -14 | 1 | -8 | 0 | -10 | 4 | -9
COc1ccc(S(=O)(=O)NCCC(=O)NC(C)c2ccccc2)cc1 (stereo not drawn) | 12 | -3 | -1 | 3 | -4 | -3 | -1 | 5
O=C(Oc1ccc(C(=S)N2CCOCC2)cc1Br)c1ccccc1F | -19 | 7 | 1 | -2 | 1 | -4 | 12 | -23
O=C1N=C(c2ccccc2)C(c2ccccc2)N1 (stereo not drawn) | 0 | -10 | 4 | 11 | 2 | 2 | -8 | -25
O=c1c2sccc2nc(SCc2cc(=O)n3cc(Cl)ccc3n2)n1Cc1ccccn1 | 16 | 1 | 5 | -11 | -3 | -17 | -10 | 2
CCc1ccccc1NC(=O)C1CCN(C(=O)N2CCOc3ccccc32)CC1 | 3 | -3 | 3 | -3 | 0 | -8 | -4 | 3
CCC(=O)Nc1nc(-c2ccccc2)ns1 | 7 | -8 | 5 | -8 | -2 | -92 | -6 | 19
COc1ccc(S(=O)(=O)N2CCOCC2)cc1NC(=O)Cc1coc2cc(C)ccc12 | 12 | 9 | 4 | 6 | 6 | -5 | -3 | 3
CCOC(=O)C(C(=O)OCC)c1c([N+](=O)[O-])c(=O)n2c3c(cccc13)CCC2 | 10 | 10 | 1 | -5 | -4 | 0 | -3 | -5
Cc1ccc(C(=O)Nc2cccnc2)cc1S(=O)(=O)N1CCCCC1 | -6 | 14 | 0 | 8 | -2 | 0 | -6 | 6
Cn1c(CS/C(N)=N/N=C/c2ccccc2)c(Br)c(=O)n1-c1ccccc1 | 7 | 14 | 9 | 4 | -3 | -11 | -7 | 7
CCCN1C(=O)C2(C(C(=O)c3ccc(C)o3)=C(O)C(=O)N2CCCOC)c2ccccc21 (stereo not drawn) | -3 | -3 | 2 | -9 | -2 | -1 | -11 | -9
CN1CCN(C(=O)c2ccc(N(Cc3ccc(Cl)cc3)S(C)(=O)=O)cc2)CC1 | -25 | 4 | 1 | 1 | -1 | 6 | 3 | -7
COc1ccc(CN(Cc2cccn2C)S(=O)(=O)c2ccc(C)cc2)cc1 | 0 | 15 | 2 | 6 | -5 | 4 | 21 | 6
O=C(/C(=C/c1ccccc1Cl)c1ccccc1)N1CCOCC1 | 2 | 11 | 2 | -11 | -1 | -2 | -3 | -3
Cc1nnc(SCc2nnc(-c3cccs3)o2)n1C1CCCCC1 | 7 | 3 | 1 | 7 | 0 | -6 | -5 | -3
COc1ccc(C2C(=O)c3ccccc3C2=Nc2ccc(Br)cc2)cc1 (stereo not drawn) | 24 | 19 | 12 | -48 | -3 | 2 | 6 | 7
COCCn1c(SCC(=O)N2CCCCC2)nc2c(c1=O)SC(C)C2 (stereo not drawn) | 5 | 14 | -2 | -8 | 7 | -4 | -4 | -7
COc1ccc(/C=C\c2nc(O)c([N+](=O)[O-])c(=O)[nH]2)cc1O | 3 | 0 | -4 | -8 | -3 | 10 | 0 | 3
Cc1ccccc1N1CCN(C2CCCN(C(=O)c3ccsc3)C2)CC1 (stereo not drawn) | 5 | 9 | 9 | 2 | -5 | 12 | 4 | 4

Compound profiles, from the list above.
Listed for CCCC/S(CC1CC1(Cl)Cl)=N\S(=O)(=O)c1ccc(C)cc1 (stereo not drawn) → APJ antag = 13; CCR6 antag = -10; CXCR6 inh = 0; UBC13 polyUb = 7; APJ ag = -1; Gli-Sufu antag = -6; ATG4B inhibitor = 6; EBI2 block = 6
Listed for COc1ccc(C(=O)N2CCN(S(=O)(=O)c3ccc(C)cc3)CC2)cc1S(=O)(=O)N1CCOCC1 → APJ antag = -12; CCR6 antag = -6; CXCR6 inh = -10; UBC13 polyUb = 16; APJ ag = -4; Gli-Sufu antag = 7; ATG4B inhibitor = -5; EBI2 block = -9
Listed for COc1cccc(CN2C(=O)[C@@H]3Cc4c([nH]c5ccccc45)C(C)(C)N3C2=O)c1 → APJ antag = -7; CCR6 antag = -8; CXCR6 inh = -8; UBC13 polyUb = 8; APJ ag = 16; Gli-Sufu antag = -2; ATG4B inhibitor = -10; EBI2 block = 4

(listing goes on)
SMILES | APJ antag | CCR6 antag | CXCR6 inh | UBC13 polyUb | APJ ag | Gli-Sufu antag | ATG4B inhibitor | EBI2 block
CN(Cc1ccccc1)c1ccc(C(=O)O)cc1[N+](=O)[O-] | 2 | 6 | 15 | -4 | -4 | -2 | 36 | -10
C/C(=N\NC(=O)c1ccc(OC2CCCC2)cc1)c1ccc(O)cc1 | -11 | -8 | 1 | -4 | 2 | 9 | 41* | 1
CN(C)S(=O)(=O)N1CCC(Oc2cccc(C(=O)NC3CCCCCC3)c2)CC1 | -3 | 7 | 2 | -1 | -1 | 47 | -3 | -2
Cc1ccc(S(=O)(=O)N2CCN(C(=O)CSc3nnnn3C)C2)cc1 | 10 | 0 | -4 | -4 | -1 | -3 | 5 | -4
c1ccc2nc(N3CCOCC3)cnc2c1 | -7 | -9 | 0 | -8 | -4 | 0 | -2 | 4
COc1ccc(C(=O)CSc2nnc(C(CO)NC(=O)c3ccc(OC)cc3)n2C)cc1 (stereo not drawn) | -3 | 7 | 7 | 1 | -3 | 6 | -3 | 9
CCN1CCN(c2nc3c(c(=O)[nH]c(=O)n3C)n2Cc2ccccc2)CC1 | 7 | 14 | 10 | 1 | -4 | -5 | 2 | -8
c1coc(-c2nnc(NC3=NCCC3)o2)c1 | 8 | 5 | -12 | -5 | 5 | 24 | -2 | -10
CC1CCCC(C)N1C(=O)CSc1nnnn1-c1cccc2c1CCCC2 (stereo not drawn) | 0 | 20 | 2 | 16 | 3 | 2 | 5 | -1
O=S(=O)(Cc1ccccc1)CS(=O)(=O)Cc1ccccc1 | nt | 12 | 4 | nt | nt | -1 | 4 | -3
CCCC(O)(c1ccc(OC)cc1)C(CN(C)C)c1ccccc1 (stereo not drawn) | 10 | -2 | 11 | 9 | -3 | 5 | -10 | -2
O=C(Nc1ccc(Cl)cc1)c1cccnc1N1CCCCC1 | -6 | 16 | 4 | -5 | -4 | 0 | -1 | 8
O=c1ncn(-c2ccccc2C(F)(F)F)c2ncccc12 | -4 | 15 | -12 | -23 | -2 | 0 | -7 | -11
O=C(CCc1ccccc1)NCc1ccncc1 | -7 | -13 | 1 | 7 | -1 | -8 | 1 | 5
Cn1nc(C(F)(F)F)c(C(=O)Nc2ccc(F)cc2F)c1Oc1cccc(Cl)c1 | -5 | 6 | 2 | -4 | -6 | 12 | -2 | 15

Ordered by SMILES length (largest number first): some entries from above
SMILES | APJ antag | CCR6 antag | CXCR6 inh | UBC13 polyUb | APJ ag | Gli-Sufu antag | ATG4B inhibitor | EBI2 block
CN(C)S(=O)(=O)N1CCC(Oc2cccc(C(=O)NC3CCCCCC3)c2)CC1 | -3 | 7 | 2 | -1 | -1 | 47 | -3 | -2
CC1CCCC(C)N1C(=O)CSc1nnnn1-c1cccc2c1CCCC2 (stereo not drawn) | 0 | 20 | 2 | 16 | 3 | 2 | 5 | -1
O=C(CCc1ccccc1)NCc1ccncc1 | -7 | -13 | 1 | 7 | -1 | -8 | 1 | 5

Later entries.
SMILES | APJ antag | CCR6 antag | CXCR6 inh | UBC13 polyUb | APJ ag | Gli-Sufu antag | ATG4B inhibitor | EBI2 block
Cc1cc(O)c(Sc2ccccc2)c(=O)o1 | 11 | -4 | -9 | 5 | -4 | 6 | -2 | -4
COc1cc(S(=O)(=O)N2CCC(N3CCCCC3)CC2)ccc1-n1cnnn1 | nt | -5 | 4 | nt | nt | 0 | -9 | 1
CN(CC(=O)N1CC(=O)N(CCc2ccccc2)C(=O)C1)S(=O)(=O)c1cccc2nsnc12 | -5 | 23 | 2 | -10 | 2 | -2 | -6 | -6
Cc1ccc(S(=O)(=O)NCC(=O)N2CCOCCOCCOCCOCC2)cc1 | 6 | 4 | 0 | -14 | 1 | 18 | 11 | 0
Cc1csc(NC(=O)C2COc3ccccc3O2)n1 (stereo not drawn) | 5 | 7 | 0 | 8 | 0 | -49 | 7 | -2
COc1ccc2c(c1OC)C(=O)OC2CC(=O)O (stereo not drawn) | 13 | 17 | -5 | -5 | -10 | 7 | -5 | -6
